RGS7-Gao reg – regulators of human RGS7-Galphao interaction | P09471 | Multiplexed bead flow cytometry, RGS7-Galphao binding; actives lie on both sides | binding response (% of control), % at 10 µM | 220,000 compounds, 0.35% hits | AID 1439; in the data active means binding response below about 49% or above about 150%; inconclusive means no clear call, values can overlap the other calls; inactive means in between;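 further: fluorescent Galphao held in activated GDP-AlF4 state binding bead-coupled RGS7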
Target sequence (P09471 whole entry, looked up): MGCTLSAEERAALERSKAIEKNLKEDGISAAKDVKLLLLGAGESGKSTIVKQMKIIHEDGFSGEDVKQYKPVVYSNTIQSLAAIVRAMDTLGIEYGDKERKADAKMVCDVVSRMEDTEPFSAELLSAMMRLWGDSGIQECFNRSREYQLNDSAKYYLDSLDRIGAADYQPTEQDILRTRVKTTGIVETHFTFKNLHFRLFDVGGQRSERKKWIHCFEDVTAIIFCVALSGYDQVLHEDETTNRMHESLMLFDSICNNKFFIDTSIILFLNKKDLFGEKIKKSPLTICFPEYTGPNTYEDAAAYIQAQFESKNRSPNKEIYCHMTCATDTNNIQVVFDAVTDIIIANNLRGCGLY
ABCB1 inh – human ABCB1 inhibition, ABCG2 as counter-screen; 190,000 compounds, 0.067% hits; CCRF-Adr cells, JC-1 efflux, flow cytometry; inhibition, % at 6.6 µM; P08183; AID 1326; in the data active means inhibition above about 40%;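 further: 0% = vehicle and 100% = reference inhibitor; higher value means more JC-1 retained so stronger ABCB1 efflux block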
Bim-Mcl-1 – inhibitors of Bim-Mcl-1 interaction, human; Q07820; Bead-based flow cytometry, Bim peptide-Mcl-1 binding; inhibition, % at 10 µM; 190,000 compounds, 0.1% hits; in the data active means inhibition above about 40%;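 further: 0% = no compound tracer wells and 100% = peptide blocker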
ABCG2 block – human ABCG2 inhibition, ABCB1 as counter-screen; Q9UNQ0; IgMXP3 cells, JC-1 efflux, flow cytometry; inhibition, % at 6.6 µM; 190,000 compounds, 0.1% hits; AID 1325;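 active means inhibition above 80%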;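 further: 0% = DMSO and 100% = nicardipine control wells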
Target sequence (Q9UNQ0 whole entry, looked up): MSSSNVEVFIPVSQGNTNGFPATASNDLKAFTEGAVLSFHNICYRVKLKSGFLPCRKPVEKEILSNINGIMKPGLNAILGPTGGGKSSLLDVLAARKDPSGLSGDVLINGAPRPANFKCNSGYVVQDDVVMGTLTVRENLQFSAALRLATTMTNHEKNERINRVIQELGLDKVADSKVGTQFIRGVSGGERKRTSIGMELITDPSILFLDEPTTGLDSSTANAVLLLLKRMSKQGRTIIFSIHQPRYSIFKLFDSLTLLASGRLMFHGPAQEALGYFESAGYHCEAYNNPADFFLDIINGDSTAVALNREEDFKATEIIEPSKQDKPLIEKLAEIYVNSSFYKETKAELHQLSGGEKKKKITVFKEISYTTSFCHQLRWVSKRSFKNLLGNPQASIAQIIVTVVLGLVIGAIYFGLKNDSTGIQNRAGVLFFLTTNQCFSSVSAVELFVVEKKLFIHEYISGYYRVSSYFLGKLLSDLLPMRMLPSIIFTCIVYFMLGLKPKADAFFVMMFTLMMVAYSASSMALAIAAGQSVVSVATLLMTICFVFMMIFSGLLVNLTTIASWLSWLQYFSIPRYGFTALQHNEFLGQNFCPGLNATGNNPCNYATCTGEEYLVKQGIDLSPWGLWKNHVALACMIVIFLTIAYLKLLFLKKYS
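Times: 10 min at 25 °C | Test system: Two drug-resistant human cell lines, ABCG2 and ABCB1 | Quantity: 3 million cells/mL final, two lines in 1:1 ratio | Signal: Flow cytometry, 530 nm JC-1 signal | Dosing: Compound at 6.6 µM | Controls: Nicardipine and DMSO wells | Reagent: JC-1 as fluorescent efflux pump substrate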
Pf gamet viab – P. falciparum stage V gametocyte viability inhibition. inhibition, % at 10.9 µM. P. falciparum stage V gametocytes, ATP luminescence, 24 h. AID 743093. 150,000 compounds, 0.065% hits;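 active means inhibition above the mean plus 3 SD of compounds within the control limits, set per campaign, cut at about 38% in these data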;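 further: 0% = DMSO wells and 100% = medium only without gametocytes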
GSH bead fluor – GSH bead compound fluorescence profile | GSH beads flow cytometry, compound fluorescence 488/530 nm; stronger effect = higher value | fluorescence (KMESF) at 10 µM | 190,000 compounds, 0.25% hits; in the data active means fluorescence above about 89;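 further: glutathione beads carrying GST-tagged Bcl family fusion proteins plus one bare bead set; values are compound well signal with DMSO vehicle wells as background; inactives centre near 16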
RGS4-Gao reg – human RGS4-Galphao interaction regulation. AID 1415. Multiplexed bead flow cytometry, RGS4-Galphao binding; actives lie on both sides. binding response (% of control), % at 10 µM. 220,000 compounds, 0.33% hits; in the data active means binding response below about 49% or above about 150%; inactive means in between;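 further: fluorescent Galphao activated with aluminum fluoride binding bead-coupled RGS4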
RGS8-Gao – regulators of human RGS8-Galphao interaction | P09471 | multiplexed bead flow cytometry, RGS8-Galphao binding; actives lie on both sides | response (percent of control binding), % at 10 µM | 220,000 compounds, 0.34% hits | AID 1423; in the data active means response below about 60% or above about 140%; inactive means in between;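 further: Galphao activated as the GDP aluminium fluoride complex binding bead-coupled RGS8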
Mcl1-Bid inh – disrupts binding of human Mcl-1 to Bid peptide. inhibition, % at 21.7 µM. TR-FRET Mcl-1/Bid-Dy647 peptide binding, 1536-well. Q07820. 220,000 compounds, 0.97% hits;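 active means compounds that cut the binding signal by more than half at the single screening dose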;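 further: His-tagged Mcl-1 with europium anti-His antibody binding Bid BH3 peptide; 0% = Mcl-1 plus peptide wells and 100% = peptide-only wells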
Mcl1-Noxa inh – Mcl-1/Noxa interaction inhibition | TR-FRET Mcl-1/Noxa peptide binding, 2 h | inhibition, % at 21.7 µM | 220,000 compounds, 1.5% hits;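 active means compounds that cut the protein-peptide binding signal by more than 50% relative to plate controls in a single-dose test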;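 further: His-tagged Mcl-1 with rhodamine Noxa BH3 peptide and terbium anti-His antibody; 0% = Mcl-1 plus Noxa peptide wells and 100% = peptide-only wells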
Avidin bead fluor – compound fluoresces at 488/530 nm on avidin beads. compound fluorescence 488/530 nm, flow cytometry; stronger effect = higher value. fluorescence (KMESF) at 10 µM. 220,000 compounds, 0.38% hits. AID 1775; in the data active means fluorescence above about 47; further: inactives centre near 10
Active calls of the source: *; ? = inconclusive; . = no result given.

SMILES | RGS7-Gao reg | ABCB1 inh | Bim-Mcl-1 | ABCG2 block | Pf gamet viab | GSH bead fluor | RGS4-Gao reg | RGS8-Gao | Mcl1-Bid inh | Mcl1-Noxa inh | Avidin bead fluor
COc1ccc(S(=O)(=O)N2CCC[C@H]2C(=O)NC2=NCCS2)cc1 | 102.6 | 0.4 | 8.0 | 0.4 | 13.6 | 14 | 105.3 | 102.3 | -13.2 | -3.6 | 9
COc1cc2c(cc1OC)C1(Nc3c-2c(Cc2ccccc2)nn3-c2ccccc2)C(=O)Nc2ccccc21 (centres undefined) | 99.0 | -0.3 | -4.0 | 0.2 | . | 23 | 101.2 | 100.9 | -12.4 | 15.1 | 23
O=S(=O)(c1ccc2ccccc2c1)N1CCN(C(=S)Nc2ccccc2F)CC1 | ? | . | . | . | -11.3 | . | 98.9 | 100.1 | -25.1 | -7.2 | 5
BrC(=C\c1ccccc1)/C=N/Nc1nc2ccccc2[nH]1 | 97.5 | -0.6 | 0.0 | -8.9 | 3.4 | 10 | 99.3 | 103.5 | -29.6 | -46.1 | 4
Clc1ccc(/C=N\Nc2ccccc2)cc1 | ? | . | . | . | -0.9 | . | 108.0 | 103.1 | -73.0 | 0.9 | 9
CCc1noc(N)c1C(=O)Nc1ccc(F)c(Cl)c1 | 98.6 | 0.1 | 1.0 | 4.1 | -24.3 | 10 | 103.8 | 103.0 | -9.0 | -12.1 | 21
CCCCn1c(=N)n(CC(=O)c2ccc(OC)cc2)c2ccccc21 | ? | . | . | . | -15.1 | . | 102.2 | 101.8 | -3.4 | 19.0 | 11
CCOC(=O)c1cc(NC(=O)c2cnccn2)cc(C(=O)OCC)c1 | 107.8 | 0.5 | 0.0 | 5.0 | . | 14 | 101.6 | 102.8 | -18.9 | -3.0 | 33
CN(C(=O)COc1ccccc1C(=O)NCCc1ccccc1)c1ccccc1 | 104.4 | 3.1 | -6.0 | 9.1 | -9.3 | 23 | 104.5 | 100.3 | -13.6 | 19.9 | 5
Cc1nc2sc(C#N)c(N)c2c2c1CCCC2 | 96.6 | 0.7 | 4.0 | 15.8 | . | 32 | 97.5 | 99.4 | . | . | 10
CCN(CC)S(=O)(=O)c1ccc(N2CCOCC2)c(NC(=O)CC(C)(C)C)c1 | ? | . | . | . | -9.2 | . | 97.5 | 98.1 | 2.3 | -0.8 | 6
C=CCNc1oc(-c2ccc(OCC)cc2)nc1C#N | 100.4 | 0.3 | 0.0 | 3.4 | 8.0 | 12 | 102.7 | 103.5 | -33.8 | 13.6 | 33
Cc1nn(-c2ccccc2)c(Cl)c1CN(C(=O)CCl)c1cccc2ccccc12 | 103.8 | 1.5 | -4.0 | -5.6 | . | 12 | 103.7 | 92.9 | -2.1 | 10.1 | 2
N#CCc1nn(-c2ccccc2)c(N)c1C#N | 101.6 | 0.6 | -1.0 | 1.1 | . | 17 | 94.0 | 98.2 | -3.4 | 7.1 | 32
COc1ccc(/C=C(\NC(=O)c2ccc(C)cc2)C(=O)NCC2CCCO2)cc1 (centres undefined) | 95.5 | 0.2 | 0.0 | 3.9 | . | 24 | 103.4 | 101.0 | -15.2 | 10.8 | 10

Look-ups from above.
Mcl1-Bid inh with N#CCc1nn(-c2ccccc2)c(N)c1C#N = -3.4
Mcl1-Bid inh with O=S(=O)(c1ccc2ccccc2c1)N1CCN(C(=S)Nc2ccccc2F)CC1 = -25.1

The list goes on.
SMILES | RGS7-Gao reg | ABCB1 inh | Bim-Mcl-1 | ABCG2 block | Pf gamet viab | GSH bead fluor | RGS4-Gao reg | RGS8-Gao | Mcl1-Bid inh | Mcl1-Noxa inh | Avidin bead fluor
CC1Oc2ccccc2C=C1/C=N/NC(=O)c1ccncc1 (centres undefined) | ? | . | . | . | 3.1 | . | 104.4 | 102.1 | -18.1 | 5.7 | 3
CCSc1nnc(-c2cccc(S(=O)(=O)N(CC)CC)c2)n1Cc1ccccc1 | 99.7 | 1.6 | 0.0 | 3.0 | . | 24 | 97.7 | 99.9 | -16.5 | 8.8 | 5
Cc1ccc(N2CC(C(=O)NCc3ccc(C)n3C)CC2=O)cc1 (centres undefined) | 91.1 | -0.2 | 5.0 | 0.0 | -1.7 | 14 | 75.5 | 84.3 | -38.1 | 17.8 | 11
O=C(c1cccnc1)N1CCN(S(=O)(=O)c2ccc(F)cc2)CC1 | 103.0 | 0.2 | -2.0 | 0.6 | 0.3 | 12 | 102.8 | 97.9 | -16.1 | 6.1 | 12
O=C(Nc1nccs1)c1sc2cc(Cl)ccc2c1Cl | 99.1 | -0.1 | 1.0 | 0.7 | . | 20 | 98.8 | 100.7 | 7.7 | 17.4 | 14
CCc1ccc(CNC(=O)Cn2nc(-c3ccccc3)ccc2=O)cc1 | 97.7 | 0.3 | 0.0 | 7.2 | -5.7 | 19 | 100.9 | 101.4 | -29.9 | 17.2 | 8
CCCP(=O)(CC(=O)N(CC)CC)c1ccccc1 (centres undefined) | 102.7 | 0.4 | 4.0 | 3.4 | . | 13 | 112.2 | 99.6 | -31.5 | 6.0 | 14
Cc1ccccc1OCc1nnc(SCC(=O)NCc2ccccc2)n1C | 102.5 | 1.3 | -2.0 | 2.5 | . | 25 | 102.8 | 106.0 | -2.5 | 7.5 | 18
CCOC(=O)N1CCN(C(=O)c2ccccc2NC(C)=O)CC1 | 102.6 | -0.9 | 1.0 | 1.3 | -4.4 | 14 | 100.4 | 102.7 | 2.6 | 7.2 | 7
COc1cc(/C=C2/C(=O)NN(c3cccc(F)c3)C2=O)ccc1OC(=O)c1ccco1 | 93.7 | -0.9 | -3.0 | -3.0 | -15.1 | 7 | 98.7 | 96.5 | -38.0 | 32.8 | 2
O=C(c1cccs1)n1nc(NCc2ccccc2)nc1NCc1ccccc1 | 96.4 | -1.1 | -5.0 | 20.7 | -15.5 | 11 | 97.3 | 100.5 | -15.1 | 11.6 | 6
Cc1noc(-c2ccc(Cl)cc2)c1C(=O)O/N=C(\N)c1ccc(C(C)(C)C)cc1 | ? | . | . | . | -1.4 | . | 99.6 | 99.9 | -10.3 | 1.2 | 7
CCOc1cc(C(=O)OCC(=O)Nc2cccc(C)c2)ccc1OCC(=O)N1CCOCC1 | 100.4 | -0.1 | -7.0 | 1.6 | -18.3 | 16 | 100.5 | 102.8 | -54.0 | -5.3 | 17
CCOC(=O)C1CCN(CC(=O)c2c(C)[nH]c3ccccc23)CC1 | 103.2 | 0.0 | 1.0 | 1.0 | . | 59 | 101.5 | 101.6 | -18.6 | 0.1 | 8
CCOC(=O)N1CCC(NC(=O)Cn2ncc3ccccc32)CC1 | 108.8 | 0.1 | 0.0 | 1.2 | . | 44 | 113.8 | 118.4 | -4.8 | 15.8 | 7
CC(C)CN(C(=O)CN1CCN(c2ccc(F)cc2)CC1)c1c(N)n(CC(C)C)c(=O)[nH]c1=O | 105.6 | 0.0 | -7.0 | -0.3 | 26.1 | 18 | 101.9 | 103.6 | -27.2 | 12.1 | 13
O=C(COC(=O)c1cccnc1)c1ccc(Cl)cc1 | 99.7 | 0.0 | -3.0 | 0.2 | . | 16 | 102.2 | 101.2 | -15.3 | 0.3 | 10
COc1ccc(OC)c(CNc2nc3ccccc3n2CCN2CCCCC2)c1 | 101.7 | 2.1 | -1.0 | 11.6 | 21.3 | 29 | 101.6 | 99.3 | -43.0 | 14.6 | 17
O=C(Nc1ccccc1)c1ccccc1N=Cc1ccccc1O | 101.6 | 0.1 | -5.0 | 7.8 | -20.4 | 9 | 102.2 | 101.6 | -2.7 | -3.1 | 6
CCC(=O)NC(=S)Nc1ccc(NC(=O)COc2ccccc2)cc1 | 96.7 | -1.2 | 1.0 | -5.9 | . | 9 | 100.0 | 98.3 | -20.1 | 5.7 | 5
CC(=O)Oc1cccc(/C=C2\C=C(c3ccc(C)cc3)OC2=O)c1 | ? | -1.4 | 0.0 | -2.4 | -3.4 | 10 | 99.7 | 98.3 | -18.2 | 18.0 | 12
O=C(CCN1CCN(c2ccccc2)CC1)Nc1ccc2c(c1)OCO2 | 89.0 | 1.2 | -4.0 | 12.1 | 0.0 | 20 | 94.4 | 95.6 | 0.1 | 11.2 | 23
COc1ccc(C2Nc3cccc4cccc(c34)N2)cc1 | 99.7 | -0.8 | 1.0 | -2.6 | -16.2 | 11 | 98.4 | 91.8 | -16.3 | 31.3 | 10
O=C1NC2(CCC3(CC2)OCCO3)NN1c1ccc(Cl)cc1 | 101.9 | 0.5 | -2.0 | 4.5 | -23.3 | 10 | 105.4 | 101.6 | -2.1 | 1.0 | 12
CC(=O)Nc1ccc2c(c1)OCCOCCOc1cc(NC(C)=O)ccc1OCCO2 | ? | . | . | . | 5.5 | . | 102.5 | 100.7 | -13.0 | 26.9 | 9
CCOC(=O)c1sc(C)c2c(=O)n(Cc3ccc(Cl)cc3)cnc12 | 101.8 | 4.9 | 1.0 | 17.7 | . | 12 | 88.4 | 96.1 | -14.8 | 2.8 | 8
COc1ccc(NC(=O)c2cc(S(=O)(=O)N(C)C)ccc2N2CCCC2)cc1Cl | 99.5 | 2.3 | 0.0 | 2.5 | 10.7 | 5 | 96.7 | 98.8 | -15.2 | 1.0 | 3
O=C(Nc1cccc2ccccc12)N1CCN(c2ccc(F)cc2)CC1 | 96.0 | -0.1 | -4.0 | -0.3 | . | 14 | 99.7 | 96.6 | -31.8 | 10.9 | 14
Cc1cc(C)c2nc(NNC(=O)c3cc(=O)c4ccccc4o3)sc2c1 | 95.7 | -1.5 | 2.0 | -3.5 | . | 17 | 100.5 | 95.7 | -44.2 | 64.8* | 6
CCOc1ccc(C2c3[nH]c4ccccc4c3CCN2CCCn2cccn2)cc1 (centres undefined) | 106.7 | 2.7 | 0.0 | 5.2 | 4.2 | 18 | 102.6 | 104.7 | -72.1 | 21.4 | 5
CCn1c(CSc2nc3ccccc3n2C)nc2ccccc21 | 101.5 | 1.9 | -1.0 | 62.0 | -7.7 | 19 | 101.9 | 99.8 | -1.2 | 6.5 | 24
O=S(=O)(c1cccc(-c2nc3n(n2)Cc2ccccc2-3)c1)N1CCCCC1 | 93.4 | 1.6 | 0.0 | 1.8 | -9.3 | 27 | 96.0 | 96.8 | -5.1 | . | 8
C/C(CC(=O)NC(C)(C)C)=N\NC(=O)c1ccco1 | 103.6 | -0.1 | 0.0 | -1.8 | 12.3 | 12 | 103.8 | 102.1 | -1.6 | 9.7 | 13
COC(=O)c1sc2ncn(-n3c(C)ccc3C)c(=O)c2c1C | 103.7 | 0.3 | 2.0 | 1.9 | . | 13 | 100.1 | 104.3 | -39.3 | -3.7 | 12
Cc1cnc(C(=O)Nc2cc(F)ccc2C)cn1 | 101.4 | 0.0 | 0.0 | 2.6 | -7.7 | 16 | 103.5 | 104.1 | -3.8 | 3.0 | 11
O=C(CNc1cccc([N+](=O)[O-])c1)N/N=C/c1ccc([N+](=O)[O-])o1 | 102.3 | 0.7 | 0.0 | 11.8 | 14.6 | 15 | 104.0 | 101.5 | -4.7 | 27.8 | 12

Screening data (PubChem)
